# Nrf2 inh: Nrf2 qHTS screen for inhibitors; Potency, µM (highest dose often 46 µM), without a hit: at the highest dose activity change, negative = inhibition, hits mostly inhibitors; 2.1% of 360,000 active; A549 ARE-Fluc reporter, luciferase luminescence, 18-24 h; note: potency is the fitted concentration of half-maximal effect; % is set by controls: 0 for no effect and ±100 for the full control effect; nearly all actives have a fitted effect of over 60% in size
#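 Reporter: ARE-Fluc in A549. Exposure: 18-24 h, 37 °C, 5% CO2, 5% FBS OPTI-MEM. Readouts: fluorescent cytotoxicity (CellTiter-Fluor), then luminescent Nrf2 signal after BugLite.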
# TGFb inhibitor: qHTS for Inhibitors of TGF-b; HepG2 CAGA-GFP TGF-b/SMAD3 reporter, GFP fluorescence, 18 h; TGF-beta stimulated, 500 pg/mL final; Potency, µM (doses to about 46.1 µM), for inactives: at the highest dose activity, negative = inhibition, most hits filed as inhibitors; 1.2% of 410,000 active; AID 588855, 2011; note: potency is the fitted concentration of half-maximal effect; % is set by controls: 0 for no effect and ±100 for the full control effect; nearly all actives have a fitted effect of over 65% in size
#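 HEPG2 CAGA-GFP reporter cells (1000/well, DMEM with 1% FBS) received compounds, then recombinant TGF-beta at 500 pg/mL final for 18 hours at 37 degrees C. Per-cell GFP summed per well was normalised to unstimulated and stimulated DMSO controls before curve fitting.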
# pAkt inh: HTS Assay for Inhibitors of Akt Phophorylation: Primary Screen. Neuro2A IGF-stimulated pAkt S473 HTRF, 20 min; stronger effect = lower value. activity change, % for hits at 50 µM. 0.32% of 360,000 active. AID 651550, 2012; in the data active = activity change below about -80%; inconclusive = mostly about -51% to -80%; note: % is set by controls: 0 for no effect and ±100 for the full control effect
#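 Neuro2A cells (4,500/well, DMEM with 0.5% FBS) were treated with compound at a single 50 µM final concentration, stimulated with 6 nM IGF for 20 min at 37 °C, and lysed. Phospho-Akt Ser473 was read by HTRF as 665/615 ratio ×10^4.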
# A549 viability: Nrf2 qHTS screen for inhibitors: counterscreen for cytotoxicity; A549 ARE-Fluc cells, CellTiter-Fluor viability, 18-24 h; Potency, µM (series often up to 46 µM), inactives show top-dose activity change, negative = cytotoxicity, most hits filed as inhibitors; 0.16% of 390,000 active; note: potency is the fitted concentration of half-maximal effect; % is set by controls: 0 for no effect and ±100 for the full control effect
#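 A549 ARE_Fluc cells in 5% FBS OPTI-MEM were exposed to compounds in concentration-response for 18-24 h at 37 deg C. Viability was read by CellTiter-Fluor fluorescence (Ex 405/Em 525) after 30 min, before the luciferase read.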
# Mm-Cpn inhibitor: Inhibitors of TCP-1 ring complex (TRiC) of Methanococcus maripaludis (MmCpn): qHTS | purified Mm-Cpn ATPase, ADP Transcreener TR-FRET | 0.031% of 330,000 active | Potency, µM (top dose mostly 76.9 µM), without a hit: at the highest dose activity, negative = inhibition, actives largely listed as inhibitors | Chaperonin Mm-Cpn (Methanococcus maripaludis); note: potency is the fitted concentration of half-maximal effect; % is set by controls: 0 for no effect and ±100 for the full control effect; nearly all actives have a fitted effect of over 80% in size
#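 Eu-cryptate anti-ADP/ADP-d2 competition gives a ratio inversely related to ADP. Enzyme at 25 nM was pre-exposed to compound for 10 min, then given 10 uM ATP for 30 min, 37°C throughout.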
# ATXN viability: Viability Counterscreen for Primary qHTS for Inhibitors of ATXN expression; Potency, µM (titrated, usually from 56.7 µM), most hits filed as cytotoxic; S2 cells (HEK-293 line with an ATXN2-luciferase reporter) viability, CellTiter-Fluor protease fluorescence, 24 h; AID 651635, 2014; 0.49% of 400,000 active; note: potency is the fitted concentration of half-maximal effect; nearly all actives have a fitted effect of over 40% in size
# Nrf2 activator: qHTS of Nrf2 Activators; AREc32 ARE-luciferase reporter (MCF7-derived line), luminescence, 24 h; Potency, µM (top dose mostly 46.1 µM), inactives show at the top dose activation, actives largely listed as activators; 0.31% of 410,000 active; AID 624171, 2012; note: potency is the fitted concentration of half-maximal effect; % of control where 0% means no effect; nearly all actives have a fitted effect of over 65% in size
#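 AREc32 cells carrying an ARE-driven firefly luciferase, 1000 cells/well in OPTI-MEM with 5% FBS, dosed after overnight attachment and incubated 24 hr at 37 deg C. Steady-Glo luminescence read after 30 min at RT.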
# HepG2 tox: qHTS for Inhibitors of TGF-b: Cytotox Counterscreen. HepG2 CAGA-GFP viability, ATP luminescence, 18 h. Potency, µM (top dose mostly 46.1 µM), for inactives: top-dose activity change, negative = cytotoxicity, usual class: cytotoxic. 0.76% of 410,000 active. AID 588856, 2011; note: potency is the fitted concentration of half-maximal effect; some results filed as inactive show a strong effect at the top dose
#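 CellTiter-Glo luminescence gave cytotoxicity after 18 hours at 37 degrees C. The cells were HepG2 CAGA-GFP in 1% FBS DMEM, stimulated with 500 pg/mL TGF-beta after compound addition. %Activity was normalised to no-cell wells (complete cell-killing) and DMSO (no toxicity), and curves were fitted and classified.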
# CCT modulator: High-Throughput Screening for Modulators of Cytosolic Chaperonin Activity | AID 651819, 2012 | 0.3% of 360,000 active | purified chaperonin ATPase assay, HTRF ADP detection, 30 min | activity change, % (concentration not given with the values), hits read low; in the data active = activity change below about -30%; note: % is set by controls: 0 for no effect and ±100 for the full control effect
#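 Nucleotide hydrolysis assay: TRiC at 20–40 nM final (set by batch activity) with 10 uM ATP, 30 min at 37 °C, in presence of 76 uM compound. Detection by competitive ADP HTRF, 30 min ambient.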
# An asterisk follows results filed as active; i = inactive; ? = inconclusive; · = not tested or not shown; [ ] = another dose, or the depositor's remark. Unless noted, calls come from the whole dose curve; as a rule, active = well fitted curve in the direction sought with a large enough effect; inconclusive = small, poorly fitted or top-dose-only effect, or another doubt; inactive = no such curve, though single readings can be large; an effect the other way counts as inactive or inconclusive.
SMILES,Nrf2 inh,TGFb inhibitor,pAkt inh,A549 viability,Mm-Cpn inhibitor,ATXN viability,Nrf2 activator,HepG2 tox,CCT modulator
COc1ccc(Cl)c(NC(=O)Nc2c(C)n(-c3ccccc3)c(=O)n2C)c1,-17%,8%,i,-11%,2%,i,0.0%,-3%,-1.7
CC(C)(CCl)C(=O)Nc1ccc(C(F)(F)F)cc1,-3%,0%,i,7%,0%,i,2.5%,-65%,-1.0
CSC(=S)N(C)C1CCS(=O)(=O)C1 (stereo unspecified),9%,0%,i,-3%,0%,i,-1.3%,-2%,-2.2
CCc1cc2c(=O)[nH]c(N3CCOCC3)nc2s1,-11%,-1%,i,-13%,1%,i,4.0%,6%,3.1
Cc1cc(Br)ccc1OCCCCNCCO,5%,0%,i,3%,-2%,?,0.1%,-69%,1.8
Cc1c(Cl)cc(C(C)C)c(O)c1CN1CCOCC1,-14%,5%,i,4%,·,i,0.6%,-12%,-0.9
COc1ccc(-c2cc(C(F)(F)F)n3nc(C(=O)NCCCN4CCOCC4)cc3n2)cc1,4%,7%,i,-5%,3%,·,0.2%,4%,-1.6
COc1cc(OC)cc(C(=O)Nc2cc3c(cc2N2CCCCC2)n(C)c(=O)n3C)c1,6%,0%,·,2%,·,i,0.5%,-2%,·
CCc1ccccc1NC(=O)CN1CCCN(Cc2cc(C)ccc2C)S1(=O)=O,?,18µM*,·,-11%,·,·,0.6%,-35%,·
O=C(CSc1cn(Cc2ccccc2)c2ccccc12)Nc1nccs1,?,-19%,i,-12%,-13%,i,2.9%,-26%,2.1
COc1ccc(/C=C(\NC(=O)c2ccccc2)C(=O)NCc2ccco2)cc1,5%,-1%,i,-2%,0%,i,-0.3%,-26%,0.2
CCCc1nnc(NC(=O)CCC(=O)N2CCN(Cc3ccc(F)cc3)CC2)s1,8%,6%,i,0%,0%,i,0.6%,6%,0.5
Cc1nn(Cc2cccc(C(=O)N3CCCC(C)C3)c2)c(C)c1[N+](=O)[O-] (stereo unspecified),?,-22%,i,-2%,1%,i,0.1%,-20%,1.4
COc1cc(SC#N)ccc1N=Cc1c(C)[nH]n(-c2ccc(Cl)cc2)c1=O,-6%,65%[activator],i,1%,-2%,?,0.2%,1%,-0.5
CSc1ccc(S(=O)(=O)N(CC(=O)NN=C2CCN(C)CC2)c2ccc(C)cc2)cc1,15%,17%,i,8%,0%,i,0.1%,-5%,-0.4
O=C(NC1CCCC1)C(c1cccnc1)N(Cc1ccccc1F)C(=O)c1csnn1 (stereo unspecified),-2%,3%,i,-8%,1%,i,0.1%,-2%,-2.3
C=CCNC(=S)N/N=C/c1ccc(OCc2ccccc2Cl)cc1,?,-24%,i,-19%,1%,i,-0.9%,-30%,0.0
O=C(Nc1nc(-c2cc3ccccc3oc2=O)cs1)c1ccc(Br)o1,·,18%,i,2%,-1%,i,8.6%,-28%,-1.3
Cc1cc(C(=O)N2CCCc3ccccc32)ccc1[N+](=O)[O-],-6%,1%,i,-8%,-3%,i,5.6%,-11%,-2.4
O=C(c1cccnc1)N1N=C2CCCCCC2C1(O)C(F)(F)F (stereo unspecified),-6%,-1%,i,6%,1%,i,2.6%,2%,-6.7
CCN1CCN(c2oc(/C=C/c3ccc(OC)c(OC)c3)nc2C#N)CC1,17%,?,·,-4%,·,·,3.5%,-25%,·
COc1ccc(CSC2=NCCN2)cc1Cl,?,-5%,i,0%[1.84 µM],-3%,?,30%,-13%,1.0
CCc1ccc(OCC(=O)NNC(=O)c2cc(S(=O)(=O)N3CCOCC3)ccc2N2CCCC2)cc1,7%,-5%,i,-1%,-1%,i,-0.4%,0%,-2.4
COCCN(C(=O)/C=C/c1cccc([N+](=O)[O-])c1)c1c(N)n(Cc2ccccc2)c(=O)[nH]c1=O,-4%,-5%,i,8%,1%,i,0.4%,-3%,-3.2
CCOc1cc2[nH]c(=S)n(Cc3ccc(C(=O)NCCCN(CC)CC)cc3)c(=O)c2cc1OCC,4%,-17%,i,14%,-1%,i,18%,-64%,-0.7
Cc1cccc(NC(=O)c2cnn(C)c2)c1C,-5%,7%,i,-2%,2%,i,1.6%,3%,-0.6
Cc1cccc(-c2onc3ccc(C(=O)/C=C/N(C)C)cc23)c1,?,-12%,i,-5%,-3%,?,5.5%,-34%,-0.6
Cc1nn(-c2ccccc2)c(Cl)c1/C=N/NC(=O)c1ccco1,?,0%,i,-6%,1%,i,6.1%,-20%,1.2
O=C(N/N=C/c1cccnc1)c1ccc(NC(=O)c2ccc(F)cc2)cc1,-14%,0%,i,-4%,1%,i,0.0%,-12%,-0.6
NC(=S)Cc1nc(-c2ccc(Cl)cc2)cs1,4%,-10%,i,-13%,-5%,?,13%,-68%,-1.6
CSc1nc2ncc3c(n2n1)CC1c2ccccc2CCN1C3=O (stereo unspecified),-13%,-13%,·,7%,-1%,·,0.0%,-21%,-1.6
COc1ccc(Cl)cc1NC(=O)CNc1ccccc1F,4%,-4%,i,10%,2%,i,5.1%,8%,2.5
Cc1nnc(SCC(=O)N/N=C/c2cn(-c3ccccc3)nc2-c2ccccc2)n1-c1ccccc1,16µM*,7.1µM*,i,-29%,?,?,2.3%,0%,-1.0
O=C(Nc1ccc(N2CCCC2)c(Cl)c1)c1ccc([N+](=O)[O-])o1,?,?,i,?,-6%,i,?,-79%,2.7
Cc1c2c(=O)n(-c3nc4ccccc4s3)nc-2cc(O)n1Cc1ccccc1,-18%,-7%,i,-1%,-1%,·,3.1%,2%,-0.4
O=C(NCCO)C(=O)Nc1cc2c3c(c1)CCN3C(=O)CC2,-9%,3%,·,7%,0%,i,0.3%,7%,-0.9
CCC(Cc1ccccc1)NS(=O)(=O)c1ccc2c(c1)NC(=O)C(C)S2 (stereo unspecified),?,?,i,-6%,2%,i,2.7%,-25%,-27
CCOC(=O)c1sc(NC(=O)C2CC=CCC2C(=O)O)nc1C (stereo unspecified),19%,1%,i,-3%,1%,i,0.0%,5%,-0.7
COc1ccc(Cl)cc1NC(=O)N1CC(=O)Nc2sc3c(c2C1c1ccccc1)CCCC3 (stereo unspecified),-5%,?,·,1%,·,·,3.6%,-21%,·
COc1ccccc1CNCc1cc(=O)oc2c(C)c(C)ccc12,8%,0%,i,1%,-5%,i,0.2%,0%,-2.5
CCn1c(C)c(C2=CCN(S(=O)(=O)c3ccccc3)CC2)c2ccccc21,-10%,6%,i,11%,-24%,i,-0.1%,-8%,0.6
CCc1ccc2oc(-c3cc(NC(=O)c4cccs4)ccc3Cl)nc2c1,?,?,·,-10%,·,?,?,-33%,·
O=C(NC1CC1)C1CCN(C2CCN(C(=O)/C=C/c3ccc(F)cc3)CC2)CC1,2%,-3%,i,3%,2%,i,0.4%,4%,1.5
N#Cc1ccc(C(S(=O)(=O)Cc2ccccc2)S(=O)(=O)Cc2ccccc2)cc1,·,-4%,i,·,·,i,-0.1%,-8%,-0.7
CC(C)n1c(=N)c(C(=O)NCc2cccnc2)cc2c(=O)n3ccccc3nc21,6%,2%,·,8%,·,·,-0.9%,-29%,·
O=C(N/N=C/C(Cl)=C/c1ccccc1)c1ccco1,?,?,i,-3%,-2%,i,?,-7%,-4.5
O=C(NCC(c1ccco1)N1CCN(c2ccccc2)CC1)C(=O)NC1CC1 (stereo unspecified),-17%,-6%,i,-1%,1%,i,-0.4%,3%,-0.3
O=C(CC(C(=O)NCc1ccccc1)c1nc2ccccc2c(=O)[nH]1)NCc1ccccc1 (stereo unspecified),?,-20%,i,2%,1%,?,2.3%,-12%,1.0
CCC(=O)N1CC(C)C(=O)Nc2ccccc21 (stereo unspecified),·,?,i,-5%,-17%,i,-1.0%,10%,-1.5
CCCOC(=O)c1cccc(NC(=O)c2cccnc2)c1,?,-16%,i,-7%,-2%,i,-0.2%,9%,-1.3
COCC(C)n1c(SCC(=O)NC2CCCCC2)nc2ccccc2c1=O (stereo unspecified),·,4%,i,·,·,i,-1.5%,14%,1.0
O=C(CCCC(=O)NNC(=O)Nc1ccccc1)NNC(=O)Nc1ccccc1,27%,6%,i,6%,-1%,·,1.4%,5%,0.9
CCN(CC(=O)Nc1ccc(NC(C)=O)cc1)C(=O)c1cc2ccccc2oc1=O,12%,7%,i,0%,-2%,i,5.0%,9%,0.0
CCCOc1ccc(F)cc1-c1cc(C(=O)NCc2cc(OC)cc(OC)c2)[nH]n1,·,?,i,·,·,i,2.8%,-48%,0.6
Cc1ccc(NC(=O)C(C)Sc2n[nH]c(CNc3ccccc3)n2)cc1 (stereo unspecified),-17%,1%,i,4%,-1%,i,4.0%,-12%,-1.9
CCOc1cc(/C=N/N2CCN(Cc3ccccc3)CC2)ccc1O,-9%,-3%,i,-1%,-6%,i,-0.5%,3%,-0.1

# Single entries from above.
# Entry of CCCc1nnc(NC(=O)CCC(=O)N2CCN(Cc3ccc(F)cc3)CC2)s1 under Nrf2 inh: 8%
# Entry of CCn1c(C)c(C2=CCN(S(=O)(=O)c3ccccc3)CC2)c2ccccc21 under HepG2 tox: -8%

# Screens from PubChem BioAssay.
